NR2F2 inh – NR2F2 (human) inhibition, primary screen. actives 0.7% (n = 370,000). AID 686940. HEK293T NGFI-A luciferase reporter, luminescence. inhibition, % at 8.6 µM;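 active means inhibition above a per-plate cutoff, mean inhibition of test wells between control levels plus 3 SD, cut at about 38% in these data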;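 further: cells cotransfected with COUP-TFII expression vector driving the NGFI-A reporter; 0% = median of COUP-TF2 test wells and 100% = reporter-only cells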
Target sequence (P24468 whole entry, looked up): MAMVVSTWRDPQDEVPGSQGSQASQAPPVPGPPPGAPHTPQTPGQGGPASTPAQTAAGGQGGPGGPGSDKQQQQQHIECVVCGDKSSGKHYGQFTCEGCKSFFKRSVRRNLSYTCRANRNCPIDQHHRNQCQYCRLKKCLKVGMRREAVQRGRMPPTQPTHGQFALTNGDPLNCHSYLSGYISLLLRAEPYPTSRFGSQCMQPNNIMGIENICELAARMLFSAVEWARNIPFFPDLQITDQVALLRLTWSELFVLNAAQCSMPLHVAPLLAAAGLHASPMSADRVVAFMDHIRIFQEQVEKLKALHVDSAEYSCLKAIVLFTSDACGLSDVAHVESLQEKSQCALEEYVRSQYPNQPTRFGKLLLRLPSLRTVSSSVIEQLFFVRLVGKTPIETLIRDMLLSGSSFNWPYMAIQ
TLR9-MyD88 inh – TLR9-MyD88 interaction inhibition; Q9NR96+Q99836; CHO BLA complementation TLR9-MyD88, CCF4 FRET ratio; inhibition, % at 4.98 µM; actives 0.21% (n = 340,000); AID 504734;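 active means inhibition above the mean over all tested compounds plus 3 SD, cut at about 21% in these data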;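 further: 0% = DMSO only wells and 100% = clavulanate BLA inhibitor control wells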
TWEAK-Fn14 inh – blocks TWEAK-Fn14 interaction in a reporter cell assay | TWEAK-stimulated Fn14 reporter cells, luciferase luminescence, 8 h | inhibition, % at 10 µM | actives 2% (n = 360,000); in the data active means inhibition above about 50%
ABHD5-PLIN5 inh – ABHD5-PLIN5 protein interaction inhibition; Q00G26+Q8WTS1; Split G. princeps luciferase complementation, luminescence, 4 h; inhibition, % at 4 µM; actives 0.78% (n = 360,000); AID 602281;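 active means inhibition above the mean inhibition across every tested compound plus 3 SD, cut at about 22% in these data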;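 further: 0% = DMSO only wells and the 100% control is not disclosed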
Exocytosis inh – lytic granule exocytosis inhibition. TALL-104 LAMP-1 surface exposure, flow cytometry; cells stimulated with thapsigargin and PMA. inhibition, % at 10 µM. AID 651702. actives 0.66% (n = 360,000);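 active means inhibition above about 55%, limit read from the data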
NCOA3 inh – human NCOA3 inhibition; Q9Y6Q9; actives 0.17% (n = 360,000); HEK293 GAL4-SRC3 luciferase reporter, luminescence; inhibition, % at 3.6 µM;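 active means inhibition above a per-campaign cutoff, the mean of all compounds plus 3 SD, cut at about 60% in these data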;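 further: 0% = DMSO-treated cells and 100% = gossypol-treated cells at 36 µM; higher means less SRC3-driven luciferase light from the GAL4 reporter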
NOD2-RIPK2 inh – blocks binding of human NOD2 to RIPK2; inhibition, % at 4.98 µM; CHO BLA complementation NOD2-RIPK2, CCF4 ratio; O43353; actives 0.38% (n = 360,000); in the data active means inhibition above about 21%;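 further: 0% = vehicle only and 100% = reference blocker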
SRC1 inh – human NCOA1 inhibition | Q15788 | HEK293 GAL4-SRC1 luciferase reporter, luminescence | inhibition, % at 3.6 µM | actives 0.12% (n = 360,000) | AID 588354;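 active means inhibition above the campaign mean plus 3 SD, with each screening campaign given its own cutoff, cut at about 60% in these data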;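 further: 0% = DMSO treated cells and 100% = gossypol at 36 µM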
SRC2 inh – human SRC2 (NCOA2) inhibition. AID 651957. HEK293 GAL4-SRC2 luciferase reporter, luminescence. inhibition, % at 9 µM. actives 0.17% (n = 370,000). Q15596;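 active means inhibition above the mean inhibition of all tested compounds plus 3 SD, set per campaign, cut at about 52% in these data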;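 further: 0% = DMSO treated cells and 100% = cells given Gossypol at 36 µM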
TROY NFkB inh – TROY signaling inhibition; Q293 LMP1-TROYcd NF-kB luciferase reporter, 4 h; inhibition, % at 10 µM; actives 0.98% (n = 360,000);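 active means compounds whose plate-normalised and pattern-corrected inhibition of the luciferase reporter signal at the single screening dose is 50% or more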
LRH-1 inv ag – NR5A2 inverse agonism in reporter assay | O00482 | HEK293T StAR-luciferase reporter, LRH-1 transfected, 24 h | inhibition, % at 3.6 µM | actives 0.13% (n = 360,000) | AID 602396;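 active means inhibition above the mean inhibition of all tested compounds plus 3 SD, cut at about 73% in these data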;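 further: 0% = DMSO wells and 100% = reporter-only cells lacking LRH-1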
Target sequence (O00482 whole entry, looked up): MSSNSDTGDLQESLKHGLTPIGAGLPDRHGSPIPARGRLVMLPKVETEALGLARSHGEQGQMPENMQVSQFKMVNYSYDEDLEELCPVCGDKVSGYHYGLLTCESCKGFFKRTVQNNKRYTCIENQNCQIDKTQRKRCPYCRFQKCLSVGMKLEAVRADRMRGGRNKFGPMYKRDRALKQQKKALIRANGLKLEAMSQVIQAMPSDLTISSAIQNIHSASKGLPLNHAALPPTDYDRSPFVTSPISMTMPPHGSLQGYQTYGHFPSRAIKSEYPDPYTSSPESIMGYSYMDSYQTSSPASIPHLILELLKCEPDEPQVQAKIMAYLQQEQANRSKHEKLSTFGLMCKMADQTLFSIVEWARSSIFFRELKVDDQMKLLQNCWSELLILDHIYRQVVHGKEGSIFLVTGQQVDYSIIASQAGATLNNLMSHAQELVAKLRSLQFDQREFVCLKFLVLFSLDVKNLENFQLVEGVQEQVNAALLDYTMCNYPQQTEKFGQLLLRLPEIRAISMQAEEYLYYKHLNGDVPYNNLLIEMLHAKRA
Numbers without * were called inactive; / = no result given.

1) CCOC(=O)CC(NS(=O)(=O)c1ccc(OC)c(C)c1)c1cccc([N+](=O)[O-])c1 (stereo unspecified)
2) O=C1OCCOC2CCCc3oc(-c4ccccc4)c1c32 (stereo unspecified)
3) O=C(Oc1ccc(F)cc1)c1ccc2c(=O)n3c(nc2c1)CCC3
4) CN1CCN(S(=O)(=O)c2ccc3c(c2)C(C)(C)C(=O)N3C)CC1
5) CCOC(=O)Cn1nc(-c2ccc(F)cc2)cc(Cc2ccccc2)c1=O
6) COc1cccc(NC(=O)C2CCN(S(=O)(=O)c3ccc4c(c3)NC(=O)CO4)CC2)c1
7) CCN(CC)c1nc2ccccc2nc1-n1nc(C)cc1C
8) COc1ccc(C(C#N)N2CCC(c3ccccc3)=N2)cc1OC (stereo unspecified)
assay / entry	1	2	3	4	5	6	7	8
NR2F2 inh	4	6	-12	-3	/	12	14	-19
TLR9-MyD88 inh	-6	/	3	4	8	-8	9	-8
TWEAK-Fn14 inh	7	17	-16	5	-2	-17	-13	-12
ABHD5-PLIN5 inh	-7	-3	1	5	2	1	6	-4
Exocytosis inh	-15	15	5	2	14	2	4	1
NCOA3 inh	5	/	5	6	18	-41	4	-16
NOD2-RIPK2 inh	-13	-10	-3	-1	3	0	4	0
SRC1 inh	5	/	-10	8	4	-2	9	-30
SRC2 inh	-33	9	12	6	/	7	4	-58
TROY NFkB inh	-15	0	-41	0	-3	-14	10	-28
LRH-1 inv ag	1	-29	28	4	6	2	-1	-18

9) O=C(Nc1nnc(C2=COCCO2)o1)c1cccc(C(F)(F)F)c1
10) Cc1cc(C(=O)Nc2c(F)c(F)c(F)c(F)c2F)n(-c2ccccc2)n1
11) Cc1ccc(-c2nnn(CC(=O)N(c3ccccc3F)C(CC(C)C)C(=O)NCC3CCCO3)n2)cc1 (stereo unspecified)
12) C#Cc1ccc(NC(=O)C2(C)CCN2C(=O)Cc2ccc(C(C)C)cc2)cc1 (stereo unspecified)
13) S=C(c1ccc(-c2ccc(Cl)c(Cl)c2)o1)N1CCOCC1
14) CCOC(=O)c1ccc(-c2ccc(C(=O)Nc3cccnc3)o2)cc1
15) CCOC(=O)Cn1c(=O)oc2cc(S(=O)(=O)N3CCCc4ccccc43)ccc21
16) CCOC(=O)c1c(N2C(=O)CC(Sc3ccccc3C(=O)O)C2=O)sc2c1CCCC2 (stereo unspecified)
assay / entry	9	10	11	12	13	14	15	16
NR2F2 inh	-6	-2	4	57*	/	-2	-7	-1
TLR9-MyD88 inh	-8	1	-1	/	4	5	-4	-2
TWEAK-Fn14 inh	-10	-12	12	41	-13	31	-2	-7
ABHD5-PLIN5 inh	1	-8	4	-15	-8	8	-1	4
Exocytosis inh	-3	-16	0	1	0	14	28	2
NCOA3 inh	0	-4	4	10	-56	-11	9	5
NOD2-RIPK2 inh	-2	-3	-1	4	4	-7	-6	6
SRC1 inh	-6	-6	-10	24	-115	-16	-12	-16
SRC2 inh	-3	6	4	19	/	-8	6	-11
TROY NFkB inh	17	13	-4	26	-39	-18	22	-9
LRH-1 inv ag	-9	-3	11	32	-107	-12	5	-20

17) COc1ccc(CNC(=O)CS(=O)(=O)Cc2nc(-c3ccc(OC)cc3)oc2C)cc1
18) O=c1c2ccccc2ncn1-c1cccc(Cl)c1
19) CCN(CC)CC#CCC(O)(c1ccccc1)c1ccccc1
20) O=c1c2ccccc2nc(-c2ccccc2)n1Cc1ccc(Cl)cc1
21) CN(Cc1cnccn1)Cc1ccccc1OCC(O)CN1CCc2ccccc2C1 (stereo unspecified)
22) COc1ccc(N(CC(=O)Nc2ccc(S(=O)(=O)N3CCOCC3)cc2)S(C)(=O)=O)cc1OC
23) CCN(CC)c1ccc(C(=O)NNC(=O)CCNC(=O)c2ccccc2)cc1
24) CCOC(=O)C1(C)CCN1C(=O)c1cc(-c2ccc(Cl)cc2)oc1C (stereo unspecified)
assay / entry	17	18	19	20	21	22	23	24
NR2F2 inh	1	1	-18	-8	11	-14	-5	25
TLR9-MyD88 inh	0	3	-7	-5	-3	3	0	/
TWEAK-Fn14 inh	-2	-7	-14	-36	11	7	3	-18
ABHD5-PLIN5 inh	-9	-6	5	-1	-2	-9	-12	6
Exocytosis inh	0	-2	5	-1	5	0	4	25
NCOA3 inh	-4	10	19	4	19	-5	-28	-32
NOD2-RIPK2 inh	8	3	13	-9	-4	2	-12	5
SRC1 inh	-4	-8	13	-8	5	9	-10	0
SRC2 inh	14	-61	13	10	-27	1	10	-4
TROY NFkB inh	7	-8	2	-34	-13	-8	13	-37
LRH-1 inv ag	0	6	-14	-6	6	6	-12	-6

25) CCCCC1(CC(=O)OCC)SCCN1C(N)=O (stereo unspecified)
26) Cc1cccc(C)c1NC(=S)N(CCCN1CCOCC1)Cc1cccnc1
27) COc1ccc(C(=O)N2CCOC2CNC(=O)C(=O)NCc2ccccn2)cc1 (stereo unspecified)
28) O=C(c1ccccn1)N1CCN(S(=O)(=O)c2ccccc2)CC1
29) Cc1ccc(NC(=O)c2nc[nH]c2C(=O)NCCCCNC(=O)c2[nH]cnc2C(=O)Nc2ccc(C)cc2)cc1
30) CCCCc1ccc(NC(=S)N2CCCC(C)C2)cc1 (stereo unspecified)
31) CCOc1ccc(Cn2cc(F)c(=O)[nH]c2=O)cc1
32) O=C(COC(=O)C1=Cc2ccccc2OC1)NCc1ccc(F)cc1
assay / entry	25	26	27	28	29	30	31	32
NR2F2 inh	10	8	-2	6	12	6	13	/
TLR9-MyD88 inh	-3	-15	-1	5	-14	10	-4	-1
TWEAK-Fn14 inh	17	10	1	35	5	-2	11	-14
ABHD5-PLIN5 inh	-7	-3	1	-1	-6	-4	-1	0
Exocytosis inh	-4	5	-8	8	-5	-1	6	-5
NCOA3 inh	-4	24	-9	19	-4	-17	-1	-11
NOD2-RIPK2 inh	-14	-10	7	-1	4	-5	-18	3
SRC1 inh	2	11	-2	13	8	-9	-17	1
SRC2 inh	7	5	-4	13	6	-10	-1	/
TROY NFkB inh	-8	8	-1	7	3	-5	-4	-43
LRH-1 inv ag	0	3	2	7	0	-21	-10	9

Some of the entries so far, in markdown.
| no. | canonical_smiles | NR2F2 inh | TLR9-MyD88 inh | TWEAK-Fn14 inh | ABHD5-PLIN5 inh | Exocytosis inh | NCOA3 inh | NOD2-RIPK2 inh | SRC1 inh | SRC2 inh | TROY NFkB inh | LRH-1 inv ag |
| --- | --- | --- | --- | --- | --- | --- | --- | --- | --- | --- | --- | --- |
| 27 | COc1ccc(C(=O)N2CCOC2CNC(=O)C(=O)NCc2ccccn2)cc1 (stereo unspecified) | -2 | -1 | 1 | 1 | -8 | -9 | 7 | -2 | -4 | -1 | 2 |
| 28 | O=C(c1ccccn1)N1CCN(S(=O)(=O)c2ccccc2)CC1 | 6 | 5 | 35 | -1 | 8 | 19 | -1 | 13 | 13 | 7 | 7 |
| 29 | Cc1ccc(NC(=O)c2nc[nH]c2C(=O)NCCCCNC(=O)c2[nH]cnc2C(=O)Nc2ccc(C)cc2)cc1 | 12 | -14 | 5 | -6 | -5 | -4 | 4 | 8 | 6 | 3 | 0 |
| 30 | CCCCc1ccc(NC(=S)N2CCCC(C)C2)cc1 (stereo unspecified) | 6 | 10 | -2 | -4 | -1 | -17 | -5 | -9 | -10 | -5 | -21 |
| 31 | CCOc1ccc(Cn2cc(F)c(=O)[nH]c2=O)cc1 | 13 | -4 | 11 | -1 | 6 | -1 | -18 | -17 | -1 | -4 | -10 |
| 32 | O=C(COC(=O)C1=Cc2ccccc2OC1)NCc1ccc(F)cc1 | / | -1 | -14 | 0 | -5 | -11 | 3 | 1 | / | -43 | 9 |

The results go on:
33) O=C(NCc1ccc(Cl)cc1Cl)Nc1nc([C@@H]2O[C@H](CO)[C@@H](O)[C@H](O)[C@H]2O)cs1
34) COC(=O)c1ccc(COC(=O)CCNS(=O)(=O)c2ccc(C)c(C)c2)cc1
35) COc1ccc(C2C(C(=O)N3CCN(c4ccccn4)CC3)CC(=O)N2c2ccc(OC)cc2)cc1 (stereo unspecified)
36) CCOC(=O)C1=C(c2ccccc2)NC(=O)NC1c1cc(OC)c(O)c([N+](=O)[O-])c1 (stereo unspecified)
37) O=Cc1[nH]c2ccccc2c1N(C(=O)CCl)c1ccc([N+](=O)[O-])cc1
38) CCOC(=O)CC1=C(C#N)C(c2cccnc2)C(C(=O)OCC)=C(N)O1 (stereo unspecified)
39) CCN(CC)S(=O)(=O)c1ccc(NC(=O)CSc2ncnc3ccccc23)cc1
40) COc1ccc(C(=O)C2CCCN(C(=O)Cn3nc(C)nc3C)C2)cc1F (stereo unspecified)
assay / entry	33	34	35	36	37	38	39	40
NR2F2 inh	-4	0	9	-17	32	0	-7	4
TLR9-MyD88 inh	/	1	-10	7	-2	-17	-7	8
TWEAK-Fn14 inh	-7	-13	47	10	22	1	24	-7
ABHD5-PLIN5 inh	6	6	7	3	2	4	-11	-1
Exocytosis inh	-1	-3	-2	-3	2	1	1	7
NCOA3 inh	16	16	5	1	17	-17	14	9
NOD2-RIPK2 inh	-3	-6	-6	-7	-4	-3	-2	8
SRC1 inh	2	-25	4	-10	-1	-12	9	-4
SRC2 inh	-29	-2	-15	8	-4	-32	6	-6
TROY NFkB inh	-20	1	-6	-6	6	3	7	7
LRH-1 inv ag	-28	-2	-9	-5	1	0	11	12

41) CC(=O)c1c(C)[nH]c(C(=O)OCC(=O)c2ccc3c(c2)NC(=O)CO3)c1C
42) CCOC(=O)C1=CC[C@H]2c3c(c4ccccc4n3C)C(=O)C1N2C(=O)OC(C)(C)C
43) O=C(O)CCNC(=O)c1ccc(NC(=O)Cc2ccc(Cl)cc2)cc1
44) CN1CCN(c2ccccc2NC(=O)c2sc3ccccc3c2Cl)CC1
45) CCOC(=O)c1[nH]c2ccc(OCC)cc2c1NC(=O)CN1CCN(c2ccccn2)CC1
assay / entry	41	42	43	44	45
NR2F2 inh	-12	4	12	4	-1
TLR9-MyD88 inh	-3	-3	-7	5	0
TWEAK-Fn14 inh	8	5	-13	11	21
ABHD5-PLIN5 inh	8	-5	1	15	3
Exocytosis inh	3	8	1	14	-3
NCOA3 inh	21	-10	-8	9	7
NOD2-RIPK2 inh	-7	-3	4	9	-1
SRC1 inh	12	-8	-3	-16	8
SRC2 inh	0	-6	2	-8	-8
TROY NFkB inh	-7	9	-21	-20	9
LRH-1 inv ag	16	-19	18	32	2

Only part of the results is shown; rates above refer to the full screens.
